Screens as filed in PubChem.
DUSP1 inh – MKP-1 phosphatase inhibitors, primary screen, biochemical, in vitro; Dual specificity protein phosphatase 1 (Homo sapiens), P28562; recombinant MKP-1, OMFP hydrolysis fluorescence; inhibition, %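 (compounds tested at a single concentration somewhere between 10 and 100 µM)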; actives 0.15% (n = 65,000); AID 374, 2006;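 active means inhibition above about 50%, limit read from the data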;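 further: 0% = DMSO max control wells and 100% = wells with enzyme stopped by NaOH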
Target sequence (P28562 whole entry, looked up): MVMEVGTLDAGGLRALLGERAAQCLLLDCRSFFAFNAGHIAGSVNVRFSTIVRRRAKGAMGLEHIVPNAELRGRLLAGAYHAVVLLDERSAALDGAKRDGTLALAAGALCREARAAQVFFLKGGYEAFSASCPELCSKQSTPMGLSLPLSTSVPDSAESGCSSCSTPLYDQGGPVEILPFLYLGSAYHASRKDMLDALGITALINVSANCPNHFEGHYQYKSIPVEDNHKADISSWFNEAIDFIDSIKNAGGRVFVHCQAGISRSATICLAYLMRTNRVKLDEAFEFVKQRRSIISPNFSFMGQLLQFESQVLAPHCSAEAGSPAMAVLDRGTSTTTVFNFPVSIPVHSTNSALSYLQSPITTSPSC
Autofluor 339 – intrinsic fluorescence of library compounds, ex339/em460 – biochemical, MLSMR library, data from DPM-DC assay, artefact control, profiling panel; actives 5.5% (n = 65,000); compound autofluorescence, ex339/em460 nm, NADH buffer; active compounds read high; 1 = no-compound wells, NADH background; fluorescence fold increase at 10 µM;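 active means at 10 µM, mean starting fluorescence two-fold or more over control wells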;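 further: signal is the first read of a kinetic run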
Cdc25B block – inhibitors of Cdc25B phosphatase catalytic domain, primary screen, biochemical, OMFP fluorescence. M-phase inducer phosphatase 2 (Homo sapiens), P30305. recombinant Cdc25B, OMFP fluorescence Ex485/Em525. inhibition, %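 (compounds tested at 10 µM final in the well)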. actives 0.1% (n = 65,000). AID 368, 2006; in the data active means inhibition above about 50%
Target sequence (P30305 whole entry, looked up, the tested form may be a part): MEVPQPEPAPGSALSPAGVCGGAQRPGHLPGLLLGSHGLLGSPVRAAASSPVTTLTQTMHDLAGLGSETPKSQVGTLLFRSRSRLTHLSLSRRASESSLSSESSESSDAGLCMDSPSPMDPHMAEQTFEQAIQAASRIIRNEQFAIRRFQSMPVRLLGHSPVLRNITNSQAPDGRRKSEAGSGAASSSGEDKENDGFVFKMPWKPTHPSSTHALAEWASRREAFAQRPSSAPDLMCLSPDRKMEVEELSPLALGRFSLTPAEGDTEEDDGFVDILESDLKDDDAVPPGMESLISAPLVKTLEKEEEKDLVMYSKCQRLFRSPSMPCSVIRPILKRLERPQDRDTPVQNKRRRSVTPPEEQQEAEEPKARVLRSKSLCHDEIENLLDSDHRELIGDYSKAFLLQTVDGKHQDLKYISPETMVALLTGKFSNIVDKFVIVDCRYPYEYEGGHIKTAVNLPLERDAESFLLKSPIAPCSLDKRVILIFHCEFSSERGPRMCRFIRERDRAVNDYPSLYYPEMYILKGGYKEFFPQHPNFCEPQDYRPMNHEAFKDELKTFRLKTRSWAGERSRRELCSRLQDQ
PKA kinase inh – inhibitors of human PKA kinase activity, primary screen, biochemical, ATP-depletion luminescence, Kemptide substrate. AID 524, 2006. PKA Kemptide phosphorylation, Kinase-Glo ATP luminescence. actives 0.1% (n = 65,000). inhibition, % at 6 µM;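 active means inhibition above the screen-wide mean inhibition plus 3 SD, cut at about 21% in these data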; further: many of its hits are not listed in these tables
Hsp90 block – tumor Hsp90 inhibitors, primary screen, cell lysate, fluorescence polarization, NCI-N417 lysate | Heat shock protein HSP 90-alpha (Homo sapiens), P07900 | Cy3B-geldanamycin FP displacement | inhibition, % at 30 µM | actives 0.35% (n = 64,000);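 active means inhibition above 50%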;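 further: 0% = tracer plus lysate wells and 100% = tracer alone without lysate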
JNK3 inh – JNK3 kinase activity inhibitors, primary screen, biochemical, human, purified enzyme | Mitogen-activated protein kinase 10 (Homo sapiens), P53779 | HTS | inhibition, % at 8 µM | actives 0.61% (n = 60,000) | AID 746, 2007; in the data active means inhibition above about 17%;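 further: 0% = DMSO and 100% = reference inhibitor; many of its hits are not listed in these tables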
ROCK2 blocker – inhibitors of human ROCK2 kinase, primary screen, biochemical, high-throughput, luminescence. inhibition, % at 6 µM. Rho-associated protein kinase 2 (Homo sapiens), O75116. purified ROCK2, Kinase-Glo ATP depletion luminescence. actives 0.35% (n = 60,000);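 active means inhibition above the screen-wide mean inhibition plus 3 SD, cut at about 18% in these data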;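 further: plate controls were DMSO wells for no effect and Y-27632 control wells after no-enzyme background subtraction for full effect; many of its hits are not listed in these tables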
Her2 expr inh – inhibitors of Her2 protein expression, primary screen, SKBR-3 cells, AlphaScreen, 66K library. actives 0.69% (n = 65,000). Receptor tyrosine-protein kinase erbB-2 (Homo sapiens), P04626. SKBR-3 HER2 protein level, 18-24 h; active compounds read low. HER2 level % of control, % at 10 µM;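 active means HER2 level under 5% of the carrier-only control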;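 further: 100% = DMSO carrier and 0% = 500 nM PU-H71 HSP90 inhibitor; lower value means stronger loss of Her2 protein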
Abs 340nm – compound light absorbance at 340 nm, profiling panel, artefact control, biochemical, MLSMR library, data from PS, PMK, MK assays | compound absorbance at 340 nm, fold over control | fold change at 10 µM | 65,000 tested, under 10 active | AID 708, 2007;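 active means at 10 µM dose, initial 340 nm absorbance at least 2 fold that of control wells; inactive means change under 2 fold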;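 further: initial absorbance extrapolated from kinetic A340 decline of NADH oxidation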
An asterisk follows results filed as active; x = no result given; & = joins results of further samples. These rows are one share of the data; count on the stated rates, not on these rows.

SMILES	DUSP1 inh	Autofluor 339	Cdc25B block	PKA kinase inh	Hsp90 block	JNK3 inh	ROCK2 blocker	Her2 expr inh	Abs 340nm
O=C(CSCc1ccccc1)NC1CCSC1=O (stereo not drawn)	5	1.1	-11	9	-4	0	2	80	1
O=C(NCCO)c1ccc2[nH]c3c(c2c1)CCCC3	6	1.1	-11	6	0	0	4	182	1
COc1cccc(C2CC(c3ccccc3Cl)Nc3ncnn32)c1 (stereo not drawn)	8	1	1	0	-2	0	2	86	1
O=C(O)COc1ccc(-c2nnn(CC(=O)O)n2)cc1	-5	1.1	-10	4	-4	-1	11	152	0.99
Cc1c(NC(=O)C2CC(c3c(F)cccc3Cl)=NO2)c(=O)n(-c2ccccc2)n1C (stereo not drawn)	6	1.1	-5	-7	-2	-9	-5	110	1
O=C(Cn1cnc2ccccc2c1=O)NCCC(=O)Nc1ccc2c(c1)OCCO2	7	1.1	-11	-8	86*	4	3	108	0.99
CCOc1ccccc1NC(=O)Cn1c(C)cc(COC)c(C#N)c1=O	-22	1.3	-1	7	-2	2	2	112	1.1
Cc1ccc(NC(=O)c2noc3c2CCCCC3)cc1C	-1	1.1	0	3	0	-8	2	104	1
CCCn1c2c(c(O)c(C(=O)NC)c1=O)CCCC2	-6	1.1	2	9	-2	-8	5	84	1
O=C(NCc1ccco1)c1ccc2snnc2c1	x	1.1	x	11	x	x	x	110	1
COc1ccc(-n2c(COc3ccc(C)cc3)nnc2SCC(N)=O)cc1	6	1.1	-7	2	-2	6	8	96	1.1
CCn1cc(C(=O)NCc2ccc(OC)cc2OC)c(=O)c2ccc(C)nc21	-21	1	-1	16	-1	0	3	103	1
CSc1ccccc1NC(=O)C1CCCO1 (stereo not drawn)	1	1.1	-13	14	-2	0	6	215	1
CCOC(=O)c1ccc(S(=O)(=O)N2CCN(CC(=O)NC(=O)NC3CCCCC3)CC2)cc1	6	1.1	-15	8	-1	2	1	104	0.99
CCN1CCN(C(=O)C2CCN(Cc3nc(-c4ccc(Cl)cc4)oc3C)CC2)CC1	9	1.1	-3	6	-3	3	6	59	1
CCOC(=O)CSCC(=O)Nc1cc(C)ccc1C	5	1.1	-7	10	1	1	5	97	1.1
FC(F)(F)c1cccc(NCc2cn3cccnc3n2)c1	9	1.1	-1	4	-3	4	3	120	1
Cc1ccc(C(=O)Nc2ccccc2C(N)=O)o1	6	1.1	-9	6	-2	13	7	95	1
COc1ccc(C)cc1NC(=O)CCC(=O)Nc1ccc2nc(N3CCN(C)CC3)cc(C)c2c1	-5	2.5*	-10	7	2	-10	7	87	1
CCCc1cc(=O)[nH]c(=S)[nH]1	-15	1	1	-4	-5	2	1	62	0.99
CCc1nnc(NC(=O)CSc2nnc(CCc3nc4ccccc4[nH]3)n2C)s1	-8	1	3	-3	-11	-2	3	106	1
CCC(C)N1C(=O)c2ccccc2C1C(=O)NC1CCCCCC1 (stereo not drawn)	28	1.1	-9	8	0	-1	4	108	1
CC(=O)Nc1nnc(S(N)(=O)=O)s1	-13	0.97	-17	4	0&0	1	-1	113	0.98
Cc1cnc(C(=O)Nc2ccccc2-c2nnn(CC(=O)NC3CCCC3)n2)cn1	-15	1.3	-2	2	1	-2	5	95	1.1
COc1c(Br)cc2c(C)c(C(=O)N3CCOCC3)oc2c1Br	3	1.1	-10	10	-2	2	5	79	1
C=CCSc1nnc(-c2c[nH]c3ccccc23)n1CCOC	4	0.96	-5	6	-4	0	5	77	1.1
CCCOc1cccc(C2/C(=C(/O)c3ccccc3)C(=O)C(=O)N2CCN(C)C)c1 (stereo not drawn)	-6	0.99	-9	2	-2	1	2	67	1
COc1ccc(C(c2nnnn2C(C)(C)C)N2CCN(c3nc4ccccc4s3)CC2)cc1OC (stereo not drawn)	21	1.1	0	7	-1	4	5	94	0.97
COc1ccc(Cl)cc1Nc1nc(N2CCCC2)nc(N2CCCC2)n1	5	1.1	-4	6	1	6	2	103	1
O=C1N(CCCN2C(=O)C3(OCCO3)c3ccccc32)c2ccccc2C12OCCO2	-8	1	4	1	-2	2	3	116	1
CCC(=O)/C=C1\Sc2ccc(OC)cc2N1CC	-5	1.1	-7	8	-6	-1	12	64	1.2
Cc1ccc(CNC(=O)c2cc3c(=O)n4ccccc4nc3n(CC3CCCO3)c2=N)cc1 (stereo not drawn)	-25	2.4*	-7	7	-6	-14	8	123	1
CCN(CCCNS(=O)(=O)c1ccc2c(c1)CCN2C(C)=O)c1cccc(C)c1	0	1.1	-7	7	-2	-2	2	63	1
CCCC(=O)n1nc(-c2ccc(Cl)cc2)nc1SC	1	1.1	0	0	-3	13	4	90	1.1
O=C(c1ccccc1F)N1CCC(O)(c2cccnc2)CC1	10	1.1	6	0	-2	-4	-3	90	1
COc1ccc2nc(SCC(N)=O)cc(C)c2c1	-12	1.2	3	10	-2	7	6	109	1
CCCCC1CCC(C(=O)NC2CCS(=O)(=O)C2)CC1 (stereo not drawn)	6	1	-7	4	-3	0	-6	129	1
Cc1cc2c(=O)n(Cc3ccco3)c(SCC(=O)N3CCCc4ccccc43)nc2s1	-2	1	-2	-1	-5	4	3	65	1
O=C(Nc1cccc(F)c1)N1CC=C(n2c(=O)[nH]c3ccccc32)CC1	7	1	-9	9	-2	7	5	52	1
CCOC(=O)N1CCN(C(=O)CSc2nnc(CNC(=O)c3ccccc3F)o2)CC1	3	1.1	10	-2	-2	x	x	117	1.1
CN(CCCNC(=O)COc1cc(=O)n(C)c2ccccc12)Cc1ccccc1	6	1.1	-8	2	-6	-2	4	101	1
Cc1nnc(NC(=O)CSc2nnnn2Cc2ccccc2)s1	-4	1.1	-10	6	-4	-1	9	84	1
CCc1nnc(NC(=O)CN2CCN(c3ccccc3OC)CC2)s1	17	1.1	-6	0	-5	x	x	96	1
Cc1n[nH]c(C)c1S(=O)(=O)N(CC(=O)NC1CCCC1)c1ccc(C(C)C)cc1	-4	1	-9	2	-2	-12	1	95	1
Cc1cccc(C(=O)c2ccccc2C(=O)O)c1O	24	0.99	-25	7	-5	0	4	110	1
O=C(O)CCCC(=O)Nc1ccc(C(=O)N2CCCCC2)c(Cl)c1	-9	1.1	-7	-8	0	-12	-7	99	1
O=C(Cn1c(=O)oc2cc(S(=O)(=O)N3CCCCCC3)ccc21)NC1CCCCC1	5	1.1	-2	-4	1	-6	-1	90	1.1
CC(C)OC(=O)CC(=O)CSc1nc2c(cc1C#N)CCC2	-11	3.7*	-2	4	-2	1	3	110	1
Cn1c(SCc2cccc(F)c2)nnc1-c1ccccn1	-14	1.1	-2	6	2	0	3	84	1
O=C(O)c1cc(-c2ccncc2)nc2ccc(S(=O)(=O)N3CCOCC3)cc12	26	1.1	-3	7	-5	x	x	126	1.1
COc1ccc2c(CC(=O)N(C)CC3COc4ccccc4O3)coc2c1 (stereo not drawn)	20	1.2	0	7	2	1	2	98	0.99
C=CCc1cccc(CNc2nc3ccccc3n2CCN2CCOCC2)c1O	-1	1.1	-20	10	-7	-1	3	103	1
CC(=O)Nc1ccn(Cc2c(F)cccc2Cl)n1	22	1.1	-13	4	-1	-3	-3	102	1.1
CCOc1ccc(NC(=O)CC2NCCNC2=O)cc1 (stereo not drawn)	7	1.1	-6	1	-3	-7	-4	89	0.99
COc1ccc(-c2nc3n(n2)C(c2ccncc2)C(C(N)=O)=C(C)N3)cc1 (stereo not drawn)	3	1	-5	0	-1	1	-3	91	0.98
CCOC(=O)c1ccc(N2C(=O)CC(N3CCOCC3)C2=O)cc1 (stereo not drawn)	-1	1.1	5	-9	0	-1	-10	101	1
O=C(CN1C(=O)CCC1=O)Nc1nc2c(F)cc(F)cc2s1	0	1.1	-11	11	-3	0	4	103	1
c1ccc2c3c(cc(N4CCOCC4)c2c1)OC1(N2CCOCC2)CCCCC1O3 (stereo not drawn)	27	3.9*	15	-4	11	-2	6	64	1
CCn1nnc(NC(=O)c2cc(Cl)c(OC)c(Cl)c2)n1	-5	1	7	9	-8	-5	2	89	1
Cc1sc2ncnc(Sc3nnnn3-c3ccccc3)c2c1C	-22	3.4*	7	2	1	-3	4	-14*	1

Other structures follow:
SMILES	DUSP1 inh	Autofluor 339	Cdc25B block	PKA kinase inh	Hsp90 block	JNK3 inh	ROCK2 blocker	Her2 expr inh	Abs 340nm
C=CCn1sc(=N)c(C#N)c1N	3	1.1	-5	17	-2	0	9	78	1
Cc1ccc(S(=O)(=O)CCSc2nc(C)cc(C)c2C#N)cc1	-6	1.1	-9	9	0	-9	-2	80	1
CC1CCCCC1NC(=O)Cn1cnc2ccccc2c1=O (stereo not drawn)	25	1.1	-2	9	-2	0	5	103	1
CC(=O)c1ccc(NC(=O)c2ccc(S(=O)(=O)N3CCCC3)cc2)cc1	5	1	-6	7	-12	11	2	98	1
Cc1c[n+]([O-])n(-c2ccc(C(=O)O)cc2)n1	-14	1.1	-11	3	-1	4	5	87	1
CCOC(=O)C1=C(C)NC(=O)NC1c1ccc(F)cc1 (stereo not drawn)	-14	1.1	-4	0	1	0	-1	90	1
COc1cccc(CSc2nnc(-c3ccco3)n2C)c1	20	1.1	1	4	-3	-2	3	121	1.1
CCC(C)(C)n1nnnc1C(c1cc2cc(C)ccc2[nH]c1=O)N1CCCC1 (stereo not drawn)	19	1.4	-2	-8	0	0	-6	78	1
CCOC(=O)N1CCN(c2c(-c3ccccc3)c3cc(Cl)ccc3[nH]c2=O)CC1	5	2.5*	-3	5	1	3	5	91	1.1
Cc1ccc(-c2ccc(CCC(=O)O)n2Cc2ccco2)cc1	33	1.3	18	-1	-7	x	x	103	1
CC1CCN(C(=O)Cn2c(=O)oc3ccccc32)CC1	2	1	6	-3	-2	-2	-1	89	1
COc1ccc(N2CCN(CCNC(=O)c3nnc(Cc4c(F)cccc4Cl)o3)CC2)cc1	18	1.1	-6	12	-3	-9	4	103	1
Cc1ccc(-n2c(N)c(C(=O)N3CCN(C)CC3)sc2=S)cc1	3	1.1	0	5	0	x	x	132	1.2
COc1ccc(CCC(=O)Nc2ccc(Br)cn2)cc1	7	1.1	3	-1	-9	6	0	109	1
O=C(O)c1ccc(CNc2ccccc2C(=O)O)cc1	8	2.6*	3	3	-6	-2	4	86	1.1
CN(Cc1nc(-c2ccncc2)no1)S(=O)(=O)c1ccc(Cl)cc1	-6	1	-8	0	-1	-3	8	120	1
Cc1ccc(NC(=O)CSC2=C(C#N)C(c3ccco3)C3=C(CCCC3=O)N2)cc1 (stereo not drawn)	-14	1.1	23	-8	0	1	-5	108	1.1
Cc1cc(C)n(C(=O)COc2c(C)cccc2C)n1	26	1.1	3	6	-1	4	-1	107	1.1

Some of these compounds in order of molar mass, lowest first.
SMILES	DUSP1 inh	Autofluor 339	Cdc25B block	PKA kinase inh	Hsp90 block	JNK3 inh	ROCK2 blocker	Her2 expr inh	Abs 340nm
O=C(O)c1ccc(CNc2ccccc2C(=O)O)cc1	8	2.6*	3	3	-6	-2	4	86	1.1
CC1CCN(C(=O)Cn2c(=O)oc3ccccc32)CC1	2	1	6	-3	-2	-2	-1	89	1
COc1ccc(CCC(=O)Nc2ccc(Br)cn2)cc1	7	1.1	3	-1	-9	6	0	109	1
Cc1ccc(NC(=O)CSC2=C(C#N)C(c3ccco3)C3=C(CCCC3=O)N2)cc1 (stereo not drawn)	-14	1.1	23	-8	0	1	-5	108	1.1
COc1ccc(N2CCN(CCNC(=O)c3nnc(Cc4c(F)cccc4Cl)o3)CC2)cc1	18	1.1	-6	12	-3	-9	4	103	1
